Cardio protect: cardioprotection against H2O2-induced cell death, primary screen, uHTS, H9c2 cells, ATPLite luminescence. H9c2 cardiomyocytes, H2O2 injury protection, 2 h. 360,000 compounds, 0.63% hits. protection from H2O2 cell death, % at 20 µM;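 active = compounds giving at least 50% protection of heart cells from peroxide-induced death in the single-dose screen, raw or plate-pattern-corrected value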;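 also: 0% = DMSO wells with peroxide and 100% = DMSO wells without peroxide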
TLR9-MyD88 block: inhibitors of TLR9-MyD88 association in cells, primary screen, cell-based, CHO, BLA complementation, fluorescence; 340,000 compounds, 0.21% hits; CCF4 FRET ratio; inhibition, % at 4.98 µM; Toll-like receptor 9 (Homo sapiens) + Myeloid differentiation primary response protein …; AID 504734, 2011;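 active = inhibition above the mean over all tested compounds plus 3 SD, cut at about 21% in these data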;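 also: 0% = DMSO only wells and 100% = clavulanate BLA inhibitor control wells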
SRC2 inh: inhibition of GAL4-SRC2 driven luciferase reporter, primary screen, SRC2 inhibitor project, cell-based, luminescence. inhibition, % at 9 µM. AID 651957, 2012. 370,000 compounds, 0.17% hits. Nuclear receptor coactivator 2 (Homo sapiens), Q15596. HEK293 GAL4-SRC2 luciferase reporter;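 active = inhibition above the mean inhibition of all tested compounds plus 3 SD, set per campaign, cut at about 52% in these data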;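 also: 0% = DMSO treated cells and 100% = cells given Gossypol at 36 µM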
ABCB6 inh MLPCN: ABCB6 transporter inhibitors, primary screen, K562-ABCB6 cells, flow cytometry, MLPCN library. ATP-binding cassette sub-family B member 6 (Homo sapiens), Q9NP58. K562-ABCB6 porphyrin accumulation, 1 h; hits give low values. fluorescence ratio to DMSO, % at 10 µM. 360,000 compounds, 0.19% hits. AID 602162, 2011;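 active = fluorescence ratio to DMSO below 75%, the collection mean minus 3 SD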;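 also: signal is porphyrin accumulated inside mitochondria; 100% equals median channel fluorescence of DMSO control wells; lower ratio means ABCB6 inhibition with less porphyrin fluorescence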
NOD2 RIPK2 PPI: NOD2-RIPK2 binding disruptors in cells, primary screen, fluorescence, CHO cells, BLA complementation | inhibition, % at 4.98 µM | 360,000 compounds, 0.38% hits | AID 624267, 2012 | Receptor-interacting serine/threonine-protein kinase 2 (Homo sapiens), O43353 | CCF4 ratio; in the data active = inhibition above about 21%;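 also: 0% = vehicle only and 100% = reference blocker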
MC4R barr agon: MC4R agonists recruiting beta-arrestin, primary screen, cell-based, luminescence, agonist arm of biased-ligand search; Melanocortin receptor 4 (Homo sapiens), P32245; U2OS MC4R beta-arrestin complementation; percent of melanotan II response, DMSO zero; activation, % at 8.9 µM; 360,000 compounds, 0.98% hits; AID 540308, 2011;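 active = activation above a per-plate cutoff, the mean activation of sample wells on that plate plus 3 SD, cut at about 8% in these data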
MC4R antag cAMP: MC4R antagonists of cAMP signaling, primary screen, cell-based, TR-FRET, antagonist arm of biased-ligand search; 360,000 compounds, 0.48% hits; inhibition, % at 6.5 µM; MC4R-expressing cells, MTII-stimulated cAMP, LANCE TR-FRET; AID 540295, 2011;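 active = inhibition above its plate's cutoff, the mean of tested wells on that plate plus 3 SD, cut at about 29% in these data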;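 also: 0% = Melanotan II alone and 100% = Melanotan II plus saturating MCL0020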
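System: U2OS-MC4R stable cell line; Technique: Eu-cAMP/anti-cAMP TR-FRET, emission 671 nm; Repeats: single well per compound; Also added: Melanotan II; Dosing: one concentration, 6.5 µM nominal; Schedule: 30-min compound, 1-h challenge, 1-h detection, room temperature.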
ABHD5 PLIN5 PPI: ABHD5-PLIN5 interaction inhibitors, primary screen, cell lysate, split luciferase complementation, luminescence; AID 602281, 2012; Perilipin-5 (Homo sapiens) + 1-acylglycerol-3-phosphate O-acyltransferase ABHD5 (Homo …; 360,000 compounds, 0.78% hits; Split G. princeps luciferase complementation, 4 h; inhibition, % at 4 µM;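 active = inhibition above the mean inhibition across every tested compound plus 3 SD, cut at about 22% in these data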;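 also: 0% = DMSO only wells and the 100% control is not disclosed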
Target sequence (Q00G26 whole entry, looked up): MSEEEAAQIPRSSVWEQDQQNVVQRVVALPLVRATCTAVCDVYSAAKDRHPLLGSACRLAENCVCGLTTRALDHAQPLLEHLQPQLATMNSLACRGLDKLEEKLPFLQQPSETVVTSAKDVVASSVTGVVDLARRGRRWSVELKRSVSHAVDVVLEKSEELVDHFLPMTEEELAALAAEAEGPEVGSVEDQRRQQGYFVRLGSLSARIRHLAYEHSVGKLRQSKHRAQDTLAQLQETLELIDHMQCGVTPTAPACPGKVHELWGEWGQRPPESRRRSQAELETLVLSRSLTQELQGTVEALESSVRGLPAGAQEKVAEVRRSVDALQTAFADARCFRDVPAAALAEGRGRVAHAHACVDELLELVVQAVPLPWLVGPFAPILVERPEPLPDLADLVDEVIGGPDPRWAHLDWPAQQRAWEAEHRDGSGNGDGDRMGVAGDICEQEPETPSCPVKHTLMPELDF
Target sequence (Q8WTS1 whole entry, looked up): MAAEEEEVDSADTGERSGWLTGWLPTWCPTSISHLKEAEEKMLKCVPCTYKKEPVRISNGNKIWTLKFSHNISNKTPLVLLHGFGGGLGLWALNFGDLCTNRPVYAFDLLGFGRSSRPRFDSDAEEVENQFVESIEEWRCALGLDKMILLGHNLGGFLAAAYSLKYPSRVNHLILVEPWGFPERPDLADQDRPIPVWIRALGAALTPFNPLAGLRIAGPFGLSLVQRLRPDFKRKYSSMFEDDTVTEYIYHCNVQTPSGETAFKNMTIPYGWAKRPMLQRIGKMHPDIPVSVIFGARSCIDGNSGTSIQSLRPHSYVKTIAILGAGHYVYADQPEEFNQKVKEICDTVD
N-glyco inh: increase of ERlucT glycosylation luciferase signal, primary screen, N-linked glycosylation inhibitor project, D54 ERlucT cells, luminescence, set 2 | D54 ERlucT glycosylation luciferase reporter, 24 h; percent of 100 nM tunicamycin response | reporter increase, % at 12.5 µM | 360,000 compounds, 0.23% hits;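 active = mean luciferase reporter signal, scaled so untreated is 0 and the glycosylation-blocking control 100, at or above a set limit in every replicate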;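 also: luciferase carries N-glycosylation sites so blocking glycosylation raises the light; 0% = median of neutral control wells and 100% = median of 100 nM tunicamycin wells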
m5-HT2A agonist: mouse Htr2a agonists via beta-arrestin recruitment, primary screen, cell-based, luminescence | 5-hydroxytryptamine receptor 2A (Mus musculus), P35363 | CHO-K1 mHTR2A beta-arrestin complementation; percent of 30 µM serotonin response | activation, % at 7.6 µM | 360,000 compounds, 0.66% hits | AID 624169, 2012;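 active = activation above a run cutoff, the mean activation of all tested compounds plus 3 SD, cut at about 14% in these data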;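 also: 0% = plate median of compound wells and 100% = 30 µM serotonin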
An asterisk follows results filed as active; . = no result given; & = joins results of further samples. An excerpt (hit frequency here may not be typical).

SMILES	Cardio protect	TLR9-MyD88 block	SRC2 inh	ABCB6 inh MLPCN	NOD2 RIPK2 PPI	MC4R barr agon	MC4R antag cAMP	ABHD5 PLIN5 PPI	N-glyco inh	m5-HT2A agonist
COc1ccc(C(C(=O)NC2CCCC2)n2c(Cc3cc(F)cc(F)c3)nc3ccccc32)cc1 (centres undefined)	.	.	12	.	0	.	.	-6	.	-7
O=C(/C=C/c1ccc([N+](=O)[O-])cc1)c1ccco1	6	-5	7	98	2	-1.5	4	33*	3	0
C=CCN1C(c2ccc(OCC)cc2)=CS/C1=C(\C#N)c1nnc2n1CCCCC2	11	9	-8	102	-7	0.9	2	-1	-7	4
N=C1SCC(=O)N1c1nc(-c2ccccc2)cs1	-4	7	-32	92	-11	-5.2	1	0	1	0
CCN(Cc1ccccc1)C(=O)c1ccc(N(C)S(=O)(=O)c2ccc(C)cc2)cc1	-6	10	28	98	-3	-4.8	6	-5	-5	-9
C=CCNC(=O)c1cccc2c1C(=O)c1ccc(N3CCOCC3)cc1S2(=O)=O	15	1	-21	95	-14	-0.7	1	6	3	-4
COc1ccccc1NC(=O)N(C)C[C@@H]1Oc2ncc(Br)cc2C(=O)N([C@H](C)CO)C[C@@H]1C	-9	9	-4	99	-10	-1.1	2	-5	2	-7
CCOC(=O)c1ccc(OCc2nc(-c3cccs3)no2)cc1	-22	10	1	98	-7	0.1	1	-7	1	-1
CCOc1ccccc1C(=O)NC(C(=O)NCc1ccccc1OC)C(C)C (centres undefined)	6	-10	-13	92	-2	-3.7	17	-2	-1	1
CCOc1ccc(C(=O)OCC(=O)Nc2ccc3c(c2)OCCO3)cc1OC	-7	-8	-24	103	-8	0.6	11	-3	1	0
O=C(O)CC(NS(=O)(=O)c1cccc2nsnc12)c1ccc(F)cc1 (centres undefined)	6	-5	7	98	-4	1.4	2	4	1	0
CC1(C(=O)Nc2ccc(Cl)c(C(F)(F)F)c2)Cc2c(-c3ccc4c(c3)OCO4)ccnc2O1 (centres undefined)	-4	.	10	94	-4	-1.5	18	-1	-1	-3
Cc1csc(NC(=O)c2cccc(S(=O)(=O)N3CCN(C)CC3)c2)n1	-1	9	-14	106	-3	-2.8	10	-6	2	0
CCOC(=O)c1sc(=S)n(C)c1NC(=O)c1ccc(C(C)(C)C)cc1	-16	5	14	95	-13	3.2	6	-4	-7	4
COc1ccc(Cc2nc3ccc(S(=O)(=O)N4CCOCC4)cc3[nH]2)cc1OC	3	7	-18	101	-2	-0.7	2	3	0	1
Cc1ccc(-c2n[nH]c(Cc3ccccc3)n2)cc1	-4	-3	-18	106	-3	-3.4	-3	2	-1	2
Cc1c(C(=O)O)oc2c1C(O)CC(C)(C)C2 (centres undefined)	-1&-1	-3&0	0&-25	96&88	-7&-2	-2.1&-2.4	-4&2	2&-4	3&1	2&0
Cc1ccc(C2=NC(C)(C)NC2=O)cc1	-1	3	-34	97	-8	-1.6	1	1	1	-2
COC(=O)N1C(=O)[C@](CC(C)C)(c2ccccc2)N1C(=O)OC	-8	0	15	91	-6	-1.0	2	0	-2	6
Cc1ccc(C(C)C)c(OCCCN2C(=O)NC(C)(C)C2=O)c1	3	-13	18	102	7	-0.7	1	-1	2	-3
CCCNC(=O)c1ccc2c(c1)nc(C)n2-c1cccc(Cl)c1	-7	0	1	99	5	1.1	17	2	2	-1
Cc1ccccc1OCCC(=O)Nc1ccc(S(=O)(=O)N2CCCC2)cc1	-3	4	9	102	4	-2.3	8	2	-4	-1
Cc1ccc(C)c2sc(NC(=O)C3CC3)nc12	-10	5	14	94	-15	-0.2	4	-1	5	0
COc1ccc(N2CCN(C3CC(=O)N(Cc4ccccc4)C3=O)CC2)cc1 (centres undefined)	6	-2	-1	101	-8	-1.7	22	2	2	-1
O=C1Nc2c(ccc(Cl)c2Cl)C(=O)C1(F)c1ccccc1 (centres undefined)	3	-13	-24	100	-2	-1.1	27	-12	-2	7
O=C(COc1ccccc1)Nc1ccc(OC(F)(F)C(F)F)c(NC(=O)COc2ccccc2)c1	-7	8	-5	102	6	17*	0	-2	0	-9
C=CCc1cccc(/C=N/NC(=O)c2ccccc2OC)c1O	41	9	-24	88	0	-2.3	10	-1	-6	-2
O=C(CCc1ccccc1)N1CCN(c2ccccn2)CC1	4	5	1	98	4	1.1	18	1	0	0
CCOC(=O)C1CCCN(C(=O)c2ccc3c(c2)N(Cc2ccccc2)C(=O)c2ccccc2S3=O)C1 (centres undefined)	6	-5	22	101	-8	-0.2	8	0	2	0
CCOC(=O)N1CCN(S(=O)(=O)CCNC(=O)c2cccc(OC)c2)CC1	-2	5	-3	99	-8	-2.9	5	7	-1	5
CCOC(=O)c1c(C)[nH]c(C)c1C(=O)COC(=O)/C=C/c1ccco1	8	-10	4	100	5	0.9	-2	7	1	5
CC1CCCN(C(=O)CSc2nc3ncccc3[nH]2)C1 (centres undefined)	1	11	-11	102	-14	1.2	3	-1	3	3
Nc1cc(SCc2ccc(Cl)cc2Cl)ncn1	-7	-13	-18	100	3	-0.2	7	-8	0	1
CC(C)N(Cc1ccccc1)C(=O)CN1C(=O)c2ccccc2C1=O	-4	-12	9	95	-5	0.0	-7	-1	-1	-1
CCOC(=O)c1cnc(SCC(=O)NCc2cccs2)nc1N	2	-9	-4	99	-12	-0.6	2	-9	-1	5
Cc1c(C(=O)Nc2ccc3c(c2)CCC3)cccc1[N+](=O)[O-]	-2	2	-32	98	-4	0.6	2	-3	0	-4

3 compounds already listed, ordered by the value under TLR9-MyD88 block, high to low.
SMILES	TLR9-MyD88 block
CC1CCCN(C(=O)CSc2nc3ncccc3[nH]2)C1 (centres undefined)	11
C=CCc1cccc(/C=N/NC(=O)c2ccccc2OC)c1O	9
Cc1c(C(=O)Nc2ccc3c(c2)CCC3)cccc1[N+](=O)[O-]	2

(further entries)
SMILES	Cardio protect	TLR9-MyD88 block	SRC2 inh	ABCB6 inh MLPCN	NOD2 RIPK2 PPI	MC4R barr agon	MC4R antag cAMP	ABHD5 PLIN5 PPI	N-glyco inh	m5-HT2A agonist
Cc1ccc(N(CCC#N)C(=O)CN2C(=O)NC(Cc3ccccc3)C2=O)cc1 (centres undefined)	-4	-3	-20	99	4	-1.4	12	2	-1	-1
CN(C)S(=O)(=O)c1ccc(N2CCCC2)c(C(=O)NCC2CCCO2)c1 (centres undefined)	-2	1	-3	96	-10	-3.0	9	-5	-3	2
Cc1[nH]c2ccccc2c1C(=O)CSc1ccc(Cl)cc1	-10	9	-18	90	-9	12*	-11	2	0	-1
Cc1ccc(CNC(=O)C2CNc3cc(C)ccc3O2)cc1 (centres undefined)	3	-6	-4	97	-2	-1.2	5	-1	1	-2
O=C(Nc1cccc([N+](=O)[O-])c1)c1ccc2c(c1)C(=O)N(c1ccccn1)C2=O	-1	-8	14	100	-2	-0.7	35*	0	1	-7
COC(=O)c1c(NC(=O)CN2C(=O)C(=O)N(C(C)C)C2=O)sc(C)c1C	-2	5	-6	95	4	-0.6	-1	-5	1	0
CCN(CC)S(=O)(=O)c1ccc(-c2nnco2)cc1	10	2	0	82	5	0.9	5	4	0	3
CCOC(=O)c1c(C)[nH]c(C(=O)CSc2nccc(C)n2)c1C	-2	5	-12	102	-9	-1.0	5	1	-1	-3
Cc1ccc(S(=O)(=O)N2CCOCC2)cc1C(=O)N1CCN(c2ccc(C(F)(F)F)cn2)CC1	-8	2	24	94	-7	-0.8	9	2	-1	-3
CN1CC(=O)N2C(c3cccc([N+](=O)[O-])c3)c3[nH]c4ccccc4c3C[C@H]2C1=O (some centres undefined)	3	-12	-15	98	-15	-1.1	7	-1	9	-2
CC1CCCC(NC(=O)CCn2c(=S)oc3ccccc32)C1C (centres undefined)	-3	-6	9	97	1	-2.5	9	-1	-1	4
COc1cc(/C=N/NC(=O)NC2CCCCC2)ccc1O	-2	-11	-17	98	4	-0.8	3	-9	-1	-3
COc1cccc(OCC(=O)O)c1	-4	8	5	95	2	-1.0	-1	-2	1	0
Fc1ccccc1N=C1NN=C(c2ccccc2)CS1	-15	-5	-22	81	-9	-0.7	-12	-8	-8	1
O=C(NCc1ccc(F)cc1)C1CCCN1S(=O)(=O)c1cccc2nsnc12 (centres undefined)	-6	-3	-11	107	-1	1.0	9	-3	-1	2
CC(=O)N/N=C(\C)CC(=O)Nc1cccc(C(F)(F)F)c1	4	0	-7	87	-4	1.5	-1	-3	1	9
COC(=O)c1c(C)[nH]c(C(=O)CSc2ccc(Cl)cc2)c1C	-22	-2	-49	107	-2	29*	8	-1	3	6
O=C(CCS(=O)(=O)c1ccc(Br)cc1)N1CCN(c2ccc(F)cc2)CC1	-1	-12	-7	101	-7	-1.4	8	-1	-1	2
CCOC(=O)c1c(C)[nH]c(C(=O)N(C)CC(=O)Nc2ccc(OC)cc2)c1C	-7	-1	12	97	-4	-0.7	-2	3	3	11
O=C(Nc1ccccc1C(=O)N1CCCC1)c1ccc(Cl)cc1Cl	-14	-3	-3	100	5	-0.6	-1	-1	0	-1
Cc1ccc(S(=O)(=O)Nc2ccccc2C(=O)N2CCCCC2)cc1	-3	11	-15	99	0	-2.9	1	0	-1	3
O=C(CSc1nc(-c2ccccc2)cs1)Nc1nccs1	2	-1	-16	97	5	19*	-5	0	1	-2
CCCC1NC(=O)c2cccnc2-n2c1nc1cc(F)c(F)cc1c2=O (centres undefined)	-5	-10	-12	109	-18	0.1	15	1	-2	2
O=C(COc1ccccc1)NC1=NCCS1	-12	0	-2	115	5	1.8	2	-6	0	0
CC(C)(C)NC(=S)NNC(=O)c1ccccc1Cl	-2	2	-3	84	-5	-2.0	9	-12	2	-9
Cc1cc(C)c(NS(=O)(=O)c2cccc3cccnc23)c(C)c1	-1	-1	-12	98	-4	-0.3	11	-1	0	-6
COCCOC(=O)/C=C1/NC(=O)CS1	-2	-7	10	101	-12	1.3	10	4	1	2
